Vif-A3G inh – Vif-A3G binding inhibition | HeLa A3G-eYFP + Vif (tagged APOBEC3G with the HIV-1 protein that degrades it), YFP fluorescence, overnight | 410,000 compounds, 0.076% hits | AID 602310 | Potency, µM (series often up to 46.1 µM), without a hit: at the top dose activity, negative = active, hits mostly inhibitors | Q9HC16;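 further: potency means the concentration at half of the fitted maximal effect; on the % scale 0 is the no-effect control and ±100 the full control effect; nearly all actives have a fitted effect of over 60% in size; hits raise eYFP signal because A3G escapes Vif-driven loss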
Target sequence (Q9HC16 whole entry, looked up): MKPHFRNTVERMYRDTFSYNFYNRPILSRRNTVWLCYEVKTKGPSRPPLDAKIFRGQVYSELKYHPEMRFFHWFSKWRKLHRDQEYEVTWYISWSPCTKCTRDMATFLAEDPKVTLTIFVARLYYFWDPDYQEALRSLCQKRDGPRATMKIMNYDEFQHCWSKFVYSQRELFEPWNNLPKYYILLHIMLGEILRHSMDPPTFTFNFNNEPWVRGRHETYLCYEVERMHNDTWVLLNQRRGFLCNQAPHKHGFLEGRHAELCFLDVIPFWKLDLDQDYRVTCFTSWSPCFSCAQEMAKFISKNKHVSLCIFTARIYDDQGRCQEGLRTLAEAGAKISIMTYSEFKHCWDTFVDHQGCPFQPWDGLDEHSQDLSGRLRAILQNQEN
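HeLa cells stably expressing Vif and C-terminally eYFP-tagged A3G, seeded overnight at 37 deg C, then exposed to compound by pintool overnight at 37 deg C. Rise in yellow fluorescence (Ex 488/Em 500-530, Acumen) marks blocked Vif-driven A3G degradation.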
Glioma ERSR ind – inducers of ER stress response in human glioma cells | AID 602332 | 420,000 compounds, 0.02% hits | U87-MG GRP78 promoter luciferase reporter, 16 h | Potency, µM, without a hit: at the top dose activation, usual class: activators; further: potency means the concentration at half of the fitted maximal effect; series mostly up to about 76 µM; % of control where 0% means no effect; nearly all actives have a fitted effect of over 35% in size
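Stably transfected U87-MG human glioma cells carrying a GRP78-based luminescent sensor were seeded at 1000 cells/well, pin-dosed with compounds and incubated 16 h. Luciferase reagent was then added, and end-point luminescence was read after 10 min at room temperature.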
ERG Ets-DNA blk – ERG Ets/DNA interaction inhibition | P11308 | fluorescence polarization, His-ERG Ets domain / labelled DNA | Potency, µM (highest dose often 76.9 µM), for inactives: at the highest dose FP activity, negative = inhibition, actives largely listed as inhibitors | 370,000 compounds, 0.028% hits | AID 624246; active means well fitted inhibition curve with a large enough effect in the polarisation, with a control signal flat; inconclusive means small, poorly fitted or top-dose-only effect, or effect the other way, or a change in a side signal; inactive means no such curve, though single readings can be large or run the other way; the % refers to the polarisation;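 further: polarization taken with two DNA probes labelled with fluorescein and Texas red; potency means the concentration at half of the fitted maximal effect; % of control where 0% means no effect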
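His-tagged ERG Ets domain (1 uM in the protein solution; 300mM KCl, 50mM Tris-HCl, 1mM EDTA, 1mM DTT, pH 7.5) received compound, then a probe mix of 5 nM fluorescein-DNA and 100nM Texas-615-DNA. Fluorescence polarization was read for both dyes.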
ALOX12 inh – inhibitors of human 12S-lipoxygenase ALOX12 | 580,000 compounds, 1.1% hits | purified 12hLO, xylenol orange hydroperoxide absorbance | Potency, µM (doses to about 108 µM), for inactives: top-dose activity change, negative = inhibition, hits mostly inhibitors; further: potency means the concentration at half of the fitted maximal effect; on the % scale 0 is the no-effect control and ±100 the full control effect
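Hydroperoxide product was detected by ferrous iron/xylenol orange as the 573 to 405 nm absorbance ratio. Arachidonic acid at 40 uM (final) was turned over for 30 min at room temperature by 150 nM human 12hLO, pH 7.0 Hepes buffer, after 15 min compound preincubation.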
LDHA block – inhibitors of human lactate dehydrogenase A; activity change, % (values are at about 110 or 230 µM); purified LDHA, NADH/diaphorase-resazurin fluorescence; stronger effect = lower value; P00338; 480,000 compounds, 0.15% hits; in the data active means activity change below about -30%; inconclusive means mostly about -25% to -30%;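 further: plate controls were DMSO wells for no effect and wells without enzyme for full effect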
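Remaining NADH was detected by diaphorase (0.133 mg/mL) converting 37 µM resazurin to fluorescent resorufin, read at 0 and 20 minutes. The preceding 5-minute room-temperature reaction used 2 nM LDHA, 0.2 mM sodium pyruvate and 0.06 mM NADH at pH 7.4.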
Vif-A3F inh – Vif-A3F binding inhibition; HeLa A3F-eYFP + Vif (tagged APOBEC3F with the HIV-1 protein that degrades it), YFP fluorescence increase; Potency, µM (doses to about 46.1 µM), for inactives: at the highest dose activity, negative = active; 390,000 compounds, 0.2% hits; further: potency means the concentration at half of the fitted maximal effect; % of control where 0% means no effect; nearly all actives have a fitted effect of over 65% in size
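HeLa cells stably expressing A3F-eYFP plus Vif, plated and incubated overnight at 37 deg C, then exposed to compounds overnight at 37 deg C. Blocked degradation read as raised yellow fluorescence (Ex 488/Em 500-530).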
D2 ag – D2 dopamine receptor (human) agonism. HEK293 T-REx D2 cells, calcium flux agonist mode. AID 485358. 340,000 compounds, 0.53% hits. activation, % at 2 µM. P14416;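 active means activation over 3 SD above normal in the single-dose calcium agonist read, cut at about 30% in these data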; further: 0% is about no effect
Target sequence (P14416 whole entry, looked up): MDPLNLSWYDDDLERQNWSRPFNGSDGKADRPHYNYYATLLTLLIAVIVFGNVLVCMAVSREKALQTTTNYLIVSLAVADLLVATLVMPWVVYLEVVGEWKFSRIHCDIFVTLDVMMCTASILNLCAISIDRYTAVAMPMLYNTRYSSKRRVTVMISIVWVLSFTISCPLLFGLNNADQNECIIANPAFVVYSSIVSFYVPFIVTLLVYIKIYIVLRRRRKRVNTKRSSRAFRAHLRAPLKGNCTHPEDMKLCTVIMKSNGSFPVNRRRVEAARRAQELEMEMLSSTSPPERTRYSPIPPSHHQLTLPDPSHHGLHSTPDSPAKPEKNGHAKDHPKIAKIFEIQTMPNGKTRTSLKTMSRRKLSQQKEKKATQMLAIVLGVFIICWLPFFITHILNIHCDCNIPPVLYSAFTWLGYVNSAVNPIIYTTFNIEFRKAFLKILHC
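Agonism scored from kinetic calcium signal (1 read/sec, 180 s) following compound pin transfer, after a 10 s baseline. Cells: HEK293 Trex line expressing inducible D2 receptor coupled to calcium, dye-loaded after overnight culture at 30 C.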
RGS4 inh – human RGS4 inhibition; Potency, µM (doses to about 114 µM), inactives show top-dose activity change, negative = inhibition, actives largely listed as inhibitors; Transcreener GDP fluorescence polarization, RGS4-accelerated GTP hydrolysis; 390,000 compounds, 0.039% hits; AID 504845; P49798; further: potency means the concentration at half of the fitted maximal effect; on the % scale 0 is the no-effect control and ±100 the full control effect; nearly all actives have a fitted effect of over 75% in size; some results filed as inactive show a strong effect at the top dose
Target sequence (P49798 whole entry, looked up): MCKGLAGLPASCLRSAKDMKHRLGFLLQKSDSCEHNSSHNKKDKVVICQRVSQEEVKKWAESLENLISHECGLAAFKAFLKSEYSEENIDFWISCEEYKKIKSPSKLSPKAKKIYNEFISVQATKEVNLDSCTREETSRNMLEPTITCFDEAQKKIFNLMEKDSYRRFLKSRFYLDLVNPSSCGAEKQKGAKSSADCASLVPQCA
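MLSMR compounds (23 nl, pin-transferred) preincubated 10 min at room temperature with a 500nM (2x) first reagent, then RGS4 at 900nM (2x) plus Transcreener GDP mix added; fluorescence polarization (620/688 nm) read before and after 90 min at 30 °C.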
D2 antag – antagonists of human D2 dopamine receptor; P14416; HEK293 TREx D2 cells, calcium flux, dopamine EC80; inhibition, % at 10 µM; 340,000 compounds, 2% hits; AID 485344; in the data active means inhibition above about 30%; further: 0% is about no effect
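Cells plated overnight at 30 C with tetracycline; no-wash calcium dye, 30–90 min RT; 10 s baseline; compound pinned; 180 s read; EC80 dopamine added; another 180 s read.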
Numbers without * were called inactive; ? = inconclusive; / = not tested or not shown; & = joins results of further samples; [ ] = remark or other dose. Unless noted, the call rests on the fitted dose curve; in most records, active means well fitted curve in the direction sought with a large enough effect; inconclusive means small, poorly fitted or top-dose-only effect, or another doubt; inactive means no such curve, though single readings can be large; an effect the other way counts as inactive or inconclusive. These rows are one share of the data. The share of hits here may be higher or lower than overall.

SMILES | Vif-A3G inh | Glioma ERSR ind | ERG Ets-DNA blk | ALOX12 inh | LDHA block | Vif-A3F inh | D2 ag | RGS4 inh | D2 antag
COCCN(C)C(=O)CC1C(=O)NCCN1CC(c1ccccc1)c1ccccc1 (stereo not given) | -1% | -1% | 5% | 1% | 4 | -1% | 0.5 | -20% | 5
COC(=O)C1=CN(c2cccc(C(F)(F)F)c2)C=C(C(=O)OC)C1c1ccc(O)c(OC)c1 | ? | 1% | 4% | 2% | 0 | 3% | -1.5 | -10% | 9
CCCCC(=O)Nc1nnc(S(=O)(=O)N(C)Cc2ccc(Cl)cc2)s1 | 4% | -2% | -5% | -12% | 0 | 5% | / | 24% | /
CCOc1ccc(C2CC(=O)N(c3cccc(F)c3)C3=C2C(=O)OC3)cc1 (stereo not given) | / | / | 0% | -28% | -4 | / | 0.1 | -15% | /
Cn1cc(CNCCN2CCCCC2=O)c(-c2cccc(Cl)c2)n1 | 1% | -6% | -7% | -2% | -7 | 19% | / | 6% | /
Cc1cc(OC(=O)c2ccc(Cl)cc2)cc(=O)n1C | -9% | -3% | 4% | ? | -8 | -2% | -0.2 | ? | -17
O=C(O)COc1ccccc1/C=N/Nc1ccc(S(=O)(=O)N2CCOCC2)cc1[N+](=O)[O-] | 5% | -8% | 4% | -9% | -3 | 18% | 2.3 | 14% | -11
CCN(CC)c1ccc(N2C(=NC(=O)C3CC3)SC3CS(=O)(=O)CC32)cc1 (stereo not given) | 1% | -6% | -9% | -9% | -1 | -1% | -1.0 | 0% | 10
O=C(O)CCC(NC(=O)OCc1ccccc1)C(=O)O (stereo not given) | 0% | -2% | 0% | 12% | -9 | 3% | -0.1 | -18% | 18
CCOC(=O)c1cc(C)n(CC2CCC(C(=O)Nc3ccc(C(=O)OC)cc3)CC2)c1C (stereo not given) | 0% | 6% | 7% | -9% | -4 | 0% | 0.7 | 4% | /
COC(=O)NNC(=O)COc1ccccc1C | 0% | -4% | 6% | -10% | -3 | 1% | 0.3 | -27% | 0
CN1CCN(NC(=O)c2cc(-c3cccc(Cl)c3)nc3ccccc23)CC1 | 0% | -3% | 5% | -5% | -11 | -8% | -0.2 | -6% | 9
Cc1ccc2cc(CN(CC3CCCO3)S(=O)(=O)c3ccccc3)c3nnnn3c2c1 (stereo not given) | 1% | 2% | -4% | 8% | -8 | -6% | 0.2 | 18% | -30
CC1CCCC(C(=O)O)N1C(=O)CCSC(=O)c1ccccc1 (stereo not given) | -1% | -3% | 0% | -13% | 0 | -8% | 0.8 | -9% | -9
O=C(CN1CCC(C(O)(c2ccccc2)c2ccccc2)CC1)Nc1cc(Cl)ccc1Cl | -5% | -4% | / | -1%[57.4 µM] | 1 | -12% | -0.4 | -10% | -11
CC1(C)C2CCC1(C)C1(C2)NC(=O)c2ccccc2O1 (stereo not given) | -2% | -2% | -4% | -20% | -1 | ? | 0.9 | -17% | 4
CN(C)/C=C1/Oc2c(ccc3ccccc23)C1=O | -19% | -1% | 14% | 0% | -8 | -26% | 1.4 | ? | -21
CCc1nnc(SC(CC)C(=O)NCCOC)c2cc3occc3n12 (stereo not given) | -14% | -4% | 3% | -2% | -1 | 0% | / | 34% | /
NC(CCc1ccccc1)c1csc(Nc2ccc(C(F)(F)F)cn2)n1 (stereo not given) | 4% | -10% | / | -23% | -6 | / | / | / | /
C=CCn1c(Oc2ccccc2F)nc2c1c(=O)n(C)c(=O)n2C | 2% | -2% | 6% | 11%&4% | -2&8 | 4% | -2.3 | 17% | 8

A draw from above in order of count of non-hydrogen atoms, highest first.
SMILES | Vif-A3G inh | Glioma ERSR ind | ERG Ets-DNA blk | ALOX12 inh | LDHA block | Vif-A3F inh | D2 ag | RGS4 inh | D2 antag
O=C(CN1CCC(C(O)(c2ccccc2)c2ccccc2)CC1)Nc1cc(Cl)ccc1Cl | -5% | -4% | / | -1%[57.4 µM] | 1 | -12% | -0.4 | -10% | -11
Cc1ccc2cc(CN(CC3CCCO3)S(=O)(=O)c3ccccc3)c3nnnn3c2c1 (stereo not given) | 1% | 2% | -4% | 8% | -8 | -6% | 0.2 | 18% | -30
CN1CCN(NC(=O)c2cc(-c3cccc(Cl)c3)nc3ccccc23)CC1 | 0% | -3% | 5% | -5% | -11 | -8% | -0.2 | -6% | 9
NC(CCc1ccccc1)c1csc(Nc2ccc(C(F)(F)F)cn2)n1 (stereo not given) | 4% | -10% | / | -23% | -6 | / | / | / | /
CCc1nnc(SC(CC)C(=O)NCCOC)c2cc3occc3n12 (stereo not given) | -14% | -4% | 3% | -2% | -1 | 0% | / | 34% | /
CC1CCCC(C(=O)O)N1C(=O)CCSC(=O)c1ccccc1 (stereo not given) | -1% | -3% | 0% | -13% | 0 | -8% | 0.8 | -9% | -9
COC(=O)NNC(=O)COc1ccccc1C | 0% | -4% | 6% | -10% | -3 | 1% | 0.3 | -27% | 0

Following part:
SMILES | Vif-A3G inh | Glioma ERSR ind | ERG Ets-DNA blk | ALOX12 inh | LDHA block | Vif-A3F inh | D2 ag | RGS4 inh | D2 antag
CC(C)N(C)Cc1nnnn1CC(=O)NCCc1cccc(C(F)(F)F)c1 | -6% | -2% | 8% | 8% | -2 | -2% | -0.4 | 9% | -11
CCOC(=O)C1(CC2CCCCO2)CCN(C(=O)Nc2ccc(SC)cc2)CC1 (stereo not given) | -4% | 1% | 3% | 7% | 3 | -2% | 1.1 | -11% | 3
COc1ccccc1OCCSc1nc(N)cc(N)n1 | 1% | 3% | 1% | 0% | -11 | 2% | 0.8 | 14% | -1
Cc1ccc2nc(COc3ccc(N(C)S(=O)(=O)c4ccccc4)cc3)cc(=O)n2c1 | 1% | -3% | -2% | -2% | 7 | 15% | 2.1 | 12% | 7
c1ccc(-c2nnc(CSc3nnc(-c4cccs4)o3)o2)cc1 | 5% | -2% | -1% | 0% | -7 | -8% | 0.0 | 68%[activator] | -9
O=S(=O)(Nc1ccc(-c2csc(-c3ccccc3)n2)cc1)c1ccc(F)cc1 | -4% | -5% | 0% | ? | 9 | -5% | -0.6 | 3% | -6
COc1cc2c(cc1OC)C(c1ccc3c(c1)OCO3)C1=C(CC(C)(C)CC1=O)N2 (stereo not given) | -4% | -3% | 7% | ? | -5 | 4% | 0.4 | -24% | 0
Cn1nc(C(=O)N2CCN(c3ccccn3)CC2)c2ccccc2c1=O | -2% | -3% | -10% | 4% | -3 | 0% | 0.4 | -17% | -2
CCS(=O)(=O)Nc1ccc2[nH]c(=O)[nH]c2c1 | 0% | -3% | -5% | -25% | 0 | 3% | 3.3 | -12% | 33*
O=c1c(Cc2c(F)cccc2Cl)c(O)ccn1Cc1ccc(F)cc1 | -6% | -1% | -8% | -17% | -4 | 9% | 0.6 | 3% | 5
CCOC(=O)c1c(-c2ccc(Br)cc2)csc1NC(=O)c1ccc(C(C)(C)C)cc1 | 7% | -3% | 1% | -2% | -12 | 1% | 1.5 | 5% | /
CS/C(=C/[N+](=O)[O-])Nc1cccc2c1C(C)CC2(C)C (stereo not given) | 0% | -3% | 2% | -5% | -9 | 2% | 0.0 | -18% | 7
CCCCC(=O)Nc1ccc2c(c1)C(=O)NC2=O | 0% | -1% | -7% | / | -3 | 4% | -0.9 | 12% | -14
CCc1nnc(SCC(=O)Nc2nc(C)c(C(=O)N(C)C)s2)n1CC | -2% | -2% | -2% | -14% | -7 | 0% | -0.2 | 9% | -4
COc1ccc(-n2nnnc2SCc2nc(N)nc(N3CCOCC3)n2)cc1 | -2% | 0% | 4% | 0% | -3 | -3% | 0.7 | -11% | -17
CCOc1ccc(C(=O)CCC(=O)N(CC)CC(=O)Nc2c(F)cccc2F)cc1 | 0% | 3% | 18% | ? | -4 | 10% | 1.7 | -20% | -5
N#CC1=C(N)Oc2cc(N)ccc2C1c1ccsc1 (stereo not given) | -4% | -3% | -3% | -14% | -3 | -6% | -0.2 | -19% | -6
CCOc1ccc(C2/C(=C(\O)c3cccc(OC)c3)C(=O)C(=O)N2c2cc(C)on2)cc1OC (stereo not given) | -5% | -9% | 0% | ? | -3 | / | 0.4 | 20% | 1
COc1cccc(NC(=O)CN(C)CC(=O)Nc2ccc3c(c2)CCC3)c1 | 0% | -2% | 7% | 3% | -3 | 4% | 1.0 | 13% | -23
CCCCn1c(N)c(N(CCC(C)C)C(=O)c2ccc(N3CCCC3=O)cc2)c(=O)[nH]c1=O | -3% | -1% | -14% | -14% | 1 | 1% | / | 1% | /
CCn1c(SCC(=O)NCc2ccco2)nnc1C(C)C | 3% | -5% | -9% | 0% | -1 | -1% | 0.6 | -19% | 10
CCc1cccc(NC(=O)c2sc3nc4n(c(=O)c3c2C)CCC4)c1 | 3% | 5% | 7% | 3% | -4 | 1% | -0.3 | 23% | -13
COc1ccccc1C(=O)NCCC(=O)Nc1cccc(S(=O)(=O)N2CCCC2)c1 | 0% | 0% | -2% | 0% | -4 | 3% | 1.0 | 11% | -27
COc1ccc(C=NN=C2c3ccccc3-c3ccccc32)cc1O | -17% | 11% | -6% | -3% | -4 | 8% | / | -10% | /
